LYPLA1 counter: blocks human lysophospholipase 1, a PME1 counter-screen; recombinant LYPLA1, FP-Rh probe fluorescence polarization; O75608; inhibition, % at 5.9 µM; hit rate 0.16% among 320,000;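 active means inhibition above the mean of all tested compounds plus 3 SD, set per campaign, cut at about 14% in these data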;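 further: inhibitors block serine hydrolase probe labeling of LYPLA1 so polarization falls; 0% = enzyme with DMSO and 100% = wells lacking LYPLA1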
Target sequence (O75608 whole entry, looked up): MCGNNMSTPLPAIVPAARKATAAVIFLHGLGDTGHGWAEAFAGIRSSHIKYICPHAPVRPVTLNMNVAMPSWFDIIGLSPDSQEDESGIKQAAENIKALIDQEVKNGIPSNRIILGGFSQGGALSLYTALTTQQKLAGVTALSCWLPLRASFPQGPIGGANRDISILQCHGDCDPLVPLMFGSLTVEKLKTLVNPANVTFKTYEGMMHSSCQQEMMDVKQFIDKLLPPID
PAFAH2 inh: inhibitors of human PAFAH2; hit rate 0.99% among 340,000; Q99487; inhibition, % at 3.39 µM; recombinant PAFAH2, FP-rhodamine activity probe, fluorescence polarization; AID 492956;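 active means inhibition above the mean over all tested compounds plus 3 SD, cut at about 30% in these data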;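 further: inhibitors block probe labeling of enzyme so polarization drops; 0% = enzyme with DMSO and 100% = wells lacking PAFAH2 protein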
PAD4 FP inh: PAD4 (human) enzyme inhibition. recombinant PAD4, RCA probe fluorescence polarization. Q9UM07. AID 485272. hit rate 0.41% among 330,000. inhibition, % at 6.36 µM;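 active means percent inhibition above a cutoff equal to the mean of all tested compounds plus 3 SD, cut at about 15% in these data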;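 further: 0% = PAD4 with RCA probe and DMSO and 100% = probe without PAD4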
GSTO1 inh: counter-screen for RBBP9 inhibitors: inhibitors of human GSTO1. P78417. recombinant GSTO1, activity-based probe fluorescence polarization. inhibition, % at 5.96 µM. hit rate 1.1% among 300,000. AID 1974;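 active means inhibition above the campaign mean inhibition plus 3 SD, cut at about 35% in these data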;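 further: 0% = GSTO1-1 with DMSO and 100% = wells lacking GSTO1-1 enzyme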
Target sequence (P78417 whole entry, looked up): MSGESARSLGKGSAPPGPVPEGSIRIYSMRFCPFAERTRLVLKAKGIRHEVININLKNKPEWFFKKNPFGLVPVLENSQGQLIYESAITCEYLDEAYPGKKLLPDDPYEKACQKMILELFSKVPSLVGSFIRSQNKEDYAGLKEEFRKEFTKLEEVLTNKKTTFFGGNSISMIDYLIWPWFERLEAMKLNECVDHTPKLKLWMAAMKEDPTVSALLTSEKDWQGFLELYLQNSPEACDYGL
PAFAH1B2 inh: PAFAH1B2 (human) inhibition; recombinant PAFAH1B2, FP-rhodamine activity probe, fluorescence polarization; inhibition, % at 3.39 µM; hit rate 1.2% among 340,000; AID 492953; P68402;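 active means inhibition above the mean of all tested compounds plus 3 SD, cut at about 24% in these data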;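 further: 0% = enzyme with DMSO and 100% = wells lacking PAFAH1B2; many of its hits are not listed in these tables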
Target sequence (P68402 whole entry, looked up): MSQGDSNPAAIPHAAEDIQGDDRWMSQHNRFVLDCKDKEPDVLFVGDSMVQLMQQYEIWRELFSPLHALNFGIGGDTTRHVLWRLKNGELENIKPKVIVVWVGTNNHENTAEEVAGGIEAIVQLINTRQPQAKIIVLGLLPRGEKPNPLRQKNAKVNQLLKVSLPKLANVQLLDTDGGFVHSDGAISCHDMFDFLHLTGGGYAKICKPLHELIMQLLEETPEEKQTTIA
PME-1 primary: blocks human protein phosphatase methylesterase 1 | recombinant PME-1, FP-Rh probe fluorescence polarization | inhibition, % at 5.9 µM | hit rate 0.53% among 320,000 | AID 2130;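 active means inhibition above the campaign mean of all compounds plus 3 SD, cut at about 26% in these data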;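 further: competitive labeling of PME-1 active site by serine hydrolase directed probe; 0% = PME-1 with DMSO and 100% = wells lacking PME-1 enzyme; inhibitors block probe labeling so polarization falls and inhibition rises; many of its hits are not listed in these tables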
PAFAH1B3 inh: blocks human PAF acetylhydrolase 1B catalytic subunit 3; AID 492972; recombinant PAFAH1B3, FP-rhodamine probe, fluorescence polarization; hit rate 0.28% among 340,000; inhibition, % at 3.39 µM; Q15102;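 active means inhibition above the screen-wide average of all tested compounds plus 3 SD, cut at about 25% in these data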;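 further: 0% = enzyme with DMSO only and 100% = wells lacking PAFAH1B3 protein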
pPAFAH inh: inhibitors of human plasma PAF acetylhydrolase (pPAFAH); recombinant pPAFAH, FP-rhodamine probe fluorescence polarization; inhibition, % at 3.39 µM; hit rate 1.5% among 330,000; AID 463082;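 active means inhibition above the mean inhibition across the screen plus 3 SD, cut at about 25% in these data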;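 further: inhibitors block binding of the rhodamine activity-based probe so polarization drops; 0% = enzyme with DMSO and 100% = wells lacking pPAFAH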
LYPLA2 counter: blocks human lysophospholipase 2, a PME1 counter-screen; O95372; recombinant LYPLA2, FP-Rh probe fluorescence polarization; inhibition, % at 5.9 µM; hit rate 0.38% among 320,000; AID 2177;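 active means inhibition above the screen-wide mean plus 3 SD, limit set per campaign, cut at about 26% in these data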;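 further: 0% = LYPLA2 with DMSO and 100% = wells lacking LYPLA2 enzyme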
Target sequence (O95372 whole entry, looked up): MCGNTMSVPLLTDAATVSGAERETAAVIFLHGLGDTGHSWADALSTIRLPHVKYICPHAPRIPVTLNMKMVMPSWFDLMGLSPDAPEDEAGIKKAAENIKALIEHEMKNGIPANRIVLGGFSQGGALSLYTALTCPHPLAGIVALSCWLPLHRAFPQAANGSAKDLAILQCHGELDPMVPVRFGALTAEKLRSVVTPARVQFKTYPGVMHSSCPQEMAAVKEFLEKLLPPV
Numbers without * were called inactive; · = not tested or not shown. This is a subset; rates above refer to the full screens.

SMILES	LYPLA1 counter	PAFAH2 inh	PAD4 FP inh	GSTO1 inh	PAFAH1B2 inh	PME-1 primary	PAFAH1B3 inh	pPAFAH inh	LYPLA2 counter
Cc1cccc(/C=N/NC(=O)c2ccncc2)n1	1	4	0	8	-1	-3	14	0	6
CCOC(=O)C(NC(=O)c1ccccc1)(OCc1ccccc1)C(F)(F)F (stereo not given)	-3	-5	-1	11	4	-13	0	-3	5
CCCCCNCc1cccn1C	-2	-5	1	7	3	-5	-3	0	4
COc1ccccc1Nc1nc2c(s1)CCC2	-1	2	-3	-9	0	9	4	3	0
O=C(O)CC(C(=O)OC1CCCCC1)N1CCOCC1 (stereo not given)	2	1	-1	0	-3	1	-3	3	-4
O=c1oc2ccccc2n1Cc1cccc(Cl)c1	0	-1	-3	-2	7	2	11	2	0
O=c1c2ccccc2nc2n1C(CSCc1cccc(C(F)(F)F)c1)CS2 (stereo not given)	9	-1	-8	5	16	3	1	7	8
CCc1ccc(C(=O)COC(=O)c2cccnc2Cl)cc1	-1	5	1	25	4	-4	13	2	8
Cc1cccc(C)c1OCCOC(=O)c1cccc(S(=O)(=O)N2CCOCC2)c1	-1	7	-1	·	7	4	-5	1	7
C/C(CC(=O)Nc1cccc(Cl)c1C)=N\NC(=O)Cc1csc(N)n1	5	0	1	5	-3	3	9	2	4
COc1ccc(CCNC(=O)/C(C#N)=C2\N=C(NC(=O)c3cccs3)c3ccccc32)cc1	-4	-9	2	-16	7	28*	9	-6	1
COc1ccc(-c2cn(-c3ccc(C)cc3C)c(=S)[nH]2)cc1OC	6	12	1	-6	2	14	5	8	3
CC(=O)N1CCC2(CC1)C/C(=N\NC(=S)Nc1ccc(C)cc1)c1cc(O)ccc1O2	22*	3	-1	-17	8	4	12	6	50*
COc1ccccc1Nc1c([N+](=O)[O-])cc(C)cc1[N+](=O)[O-]	2	7	-1	5	7	9	7	10	9
Cc1ccc(C(CC(=O)O)NC(=O)CN2C(=O)c3ccccc3C2=O)cc1 (stereo not given)	-3	-3	2	6	2	1	0	4	8
Cc1noc(C)c1CSc1ccccc1C(=O)OC(C)C(N)=O (stereo not given)	2	0	0	5	3	1	0	3	0
COC(=O)CN(c1ccc(C)cc1)S(=O)(=O)c1ccc(F)cc1	1	-5	3	4	4	0	6	5	5
COc1ccc(C(=O)/C=C/c2cc(C(=O)O)cc3c2OCOC3)c(O)c1	0	2	-1	3	3	-1	8	3	-1
COc1ccc(-c2cc(=O)oc3cc(OCC(=O)N4CCOCC4)ccc23)cc1	2	0	-4	-1	4	1	15	5	2
O=C(CSc1nnc(-c2ccc(OC(F)F)cc2)o1)N1CCOCC1	2	-3	-5	-2	-4	0	2	-2	7
CCc1ccc(NC(=O)NCc2ccc3c(c2)OCO3)cc1	-1	5	0	8	5	4	2	-11	2
Cc1cc(C)cc(NC(=S)N(CCN(C)C)C(C)c2cccnc2)c1 (stereo not given)	-1	2	-4	-10	2	3	16	4	-3
Cc1cccc(C(=O)OCC(=O)N2CCCCCC2)c1	-4	12	-6	·	2	0	9	0	-6
CS(=O)(=O)c1nc(S(=O)(=O)c2ccc(Cl)cc2)c(N2CCC(C(N)=O)CC2)s1	0	6	-2	-19	0	7	5	3	6
O=C(O)c1ccc(-n2c(O)c(C=C3N=c4ccccc4=N3)sc2=S)cc1	4	-2	-1	-3	8	4	3	24	3
COc1cc2cc(C(c3nnnn3C3CCCC3)N3CCCCCC3)c(=O)[nH]c2cc1OC (stereo not given)	2	-1	-6	7	3	6	6	8	-4
CCOC(=O)c1ccccc1NC(=S)N1CCCCC1	1	8	-3	1	3	3	2	-8	-1
Cc1cc(-c2nc(C)c(C(=O)NNS(=O)(=O)c3ccc(Cl)cc3Cl)s2)no1	-2	9	-2	2	6	9	9	4	-4
CN(C)CCCN(C(=O)c1ccc(S(=O)(=O)N2CCOCC2)cc1)c1nc2ccc(F)cc2s1	5	-1	1	1	7	-3	6	-2	-1
Cc1ccc(C(=O)Nc2ccccc2C(=O)Nc2ccccn2)cc1Cl	-14	-3	-3	0	2	-8	5	-5	-19
O=C(Nc1cc(S(=O)(=O)N2CCOCC2)ccc1N1CCCCC1)c1ccccc1Br	·	5	-2	·	4	·	5	7	·
Cc1ccc(NC(=O)c2cc3ccccc3oc2=N)cc1	1	2	-4	9	1	-9	6	5	-2
COc1cc(C2C(C(=O)c3ccc(C)o3)=C(O)C(=O)N2CCCn2ccnc2)cc(OC)c1OC (stereo not given)	1	4	-4	0	0	-2	6	-1	-8
COCc1cc(=O)[nH]c(-c2csc(C)n2)n1	-2	5	-1	-8	-2	-4	3	4	4
Cc1cccc(NC(=O)CNC(=O)CSc2nnc(C(F)(F)F)n2C)c1C	-3	-1	-6	·	-2	-4	6	1	-8
Cc1cc(C)c(C(=O)N2CCCC(CNS(=O)(=O)N(C)C)C2)o1 (stereo not given)	-2	-2	3	3	3	-6	5	5	-1
Cc1nnsc1C(=O)NNc1ccc(C(C)(C)C)cc1	2	2	-2	10	0	2	5	-2	6
COC1CCCN(C(=O)c2cccc(OC3CCN(S(C)(=O)=O)CC3)c2)C1 (stereo not given)	3	-3	0	4	4	8	6	3	12
CCOCCCNC(=O)C1CCN(c2cc(C)nc3c(-c4ccc(OC)c(OC)c4)c(C)nn23)CC1	2	-3	-2	1	-3	-3	-1	3	6
O=C(CCNc1n[nH]c(=O)[nH]c1=O)N/N=C/c1ccc(C(F)(F)F)cc1	0	·	4	6	·	5	·	-1	-1

Structures from the list above that have a COOH group, in the order listed:
SMILES	LYPLA1 counter	PAFAH2 inh	PAD4 FP inh	GSTO1 inh	PAFAH1B2 inh	PME-1 primary	PAFAH1B3 inh	pPAFAH inh	LYPLA2 counter
O=C(O)CC(C(=O)OC1CCCCC1)N1CCOCC1 (stereo not given)	2	1	-1	0	-3	1	-3	3	-4
Cc1ccc(C(CC(=O)O)NC(=O)CN2C(=O)c3ccccc3C2=O)cc1 (stereo not given)	-3	-3	2	6	2	1	0	4	8
COc1ccc(C(=O)/C=C/c2cc(C(=O)O)cc3c2OCOC3)c(O)c1	0	2	-1	3	3	-1	8	3	-1
O=C(O)c1ccc(-n2c(O)c(C=C3N=c4ccccc4=N3)sc2=S)cc1	4	-2	-1	-3	8	4	3	24	3

(more compounds)
SMILES	LYPLA1 counter	PAFAH2 inh	PAD4 FP inh	GSTO1 inh	PAFAH1B2 inh	PME-1 primary	PAFAH1B3 inh	pPAFAH inh	LYPLA2 counter
Cc1cccc(NC(=O)CCN2CCC(C)CC2)c1	3	1	-5	9	0	-2	0	6	3
CCC(C)[C@H](NC(=O)Nc1cccc(Br)c1)C(=O)OC (stereo not given in full)	-1	-4	0	2	7	-4	4	-1	4
COc1cc(C(=S)N2CCOCC2)ccc1OC(=O)c1ccccc1[N+](=O)[O-]	-5	8	-5	2	1	3	1	10	0
Cc1cc(C(=O)CSc2n[nH]c(N)n2)c(C)n1-c1ccccc1	2	-3	-5	-2	0	1	11	6	7
CC(C)CCn1c(Sc2nc3ccccc3s2)nc2c1c(=O)[nH]c(=O)n2C	-1	-19	0	2	2	4	4	3	-2
O=C(O)C[C@H]1c2cc(F)ccc2S(=O)(=O)N1C1CCN(Cc2ccccc2)CC1	1	-2	-4	5	-2	0	21	6	0
CCc1cccc(OCC2Cn3c(nc4c3c(=O)n(C)c(=O)n4C)O2)c1 (stereo not given)	-2	3	-3	-6	7	-3	3	-5	-4
CC(=O)NC(Cc1ccccc1)C(=O)OCC(=O)c1ccc(F)cc1 (stereo not given)	3	-5	1	5	2	0	-2	1	-4
NC(=O)c1ccc(-n2nnnc2SCC(=O)Nc2ccccc2)cc1	-4	4	1	-1	10	-2	9	-2	-1
COc1cccc2sc(N(CCCN(C)C)C(=O)CCS(=O)(=O)c3ccccc3)nc12	0	4	1	-1	-2	0	1	0	3
O=C(O)c1cc(=O)[nH]c2ccc(S(=O)(=O)Nc3ccc(F)cc3)cc12	-2	-2	-4	9	7	0	2	6	2
O=C1C(Nc2ccccc2)=C(NS(=O)(=O)c2ccccc2)C(=O)c2ccccc21	-1	7	-4	3	20	4	8	10	8
O=C(c1ccccc1Br)N1CCc2c([nH]c3ccccc23)C1	2	6	-1	-1	2	1	-6	2	0
CSCCC(NC(=O)c1ccccc1)C(=O)NCc1ccc(S(N)(=O)=O)cc1 (stereo not given)	4	9	-1	2	0	5	0	0	3
Cc1cc(C)n(-c2ccc(C(=O)OCC(=O)Nc3ccc(S(=O)(=O)N4CCOCC4)cc3)cc2)n1	0	-7	4	3	2	0	5	7	-4
CCOc1ccccc1Nc1ccc(C(=O)O)cc1N	0	-2	2	-1	1	2	3	7	-2
Cc1nn(C)cc1CNC(=O)Nc1cccc(Cl)c1	3	1	-2	-2	3	5	6	0	5
Cc1nn(C)cc1NC(=O)CC12CC3CC(CC(C3)C1)C2	-1	-2	-1	9	6	-2	11	0	-4
CC(=O)Nc1cccc(-n2nnc(SCC(=O)c3ccccc3)n2)c1	1	-1	2	3	2	7	8	-3	-4
O=C(Nc1ccc(Cl)cc1)c1ccc2nsnc2c1	1	-1	-1	-2	1	5	3	3	-1

Some of these compounds in order of the PAD4 FP inh value, smallest number first.
Molecule | PAFAH2 inh | PAD4 FP inh | PAFAH1B2 inh | PME-1 primary | PAFAH1B3 inh | pPAFAH inh
O=C(O)c1cc(=O)[nH]c2ccc(S(=O)(=O)Nc3ccc(F)cc3)cc12 | -2 | -4 | 7 | 0 | 2 | 6
CC(C)CCn1c(Sc2nc3ccccc3s2)nc2c1c(=O)[nH]c(=O)n2C | -19 | 0 | 2 | 4 | 4 | 3
CC(=O)Nc1cccc(-n2nnc(SCC(=O)c3ccccc3)n2)c1 | -1 | 2 | 2 | 7 | 8 | -3

Assay outcomes as filed in PubChem BioAssay.
